# Assay outcomes as filed in PubChem.
# ANO1 activ: mouse TMEM16A channel activation, primary screen. Q8BHY3. HEK293 TMEM16A/YFP-H148Q/I152L, iodide quench fluorescence; stronger effect = lower value. B-score at 10 µM. 0.3% of 340,000 active;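 active = fluorescence-ratio B-score plate-corrected deviation score at least 3 library SD below zero, with starting fluorescence score within 5 deviations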;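 also: channel opened by trigger with iodide after compound preincubation; score built on the fluorescence ratio of max minus min over baseline; more negative score means more quench and so TMEM16A activation or potentiation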
# MrgX1 agonist: agonists of human MrgX1 receptor; 0.44% of 310,000 active; AID 588627; Q96LB2; B-score at 10 µM; MrgX1-HEK293 cells, Fluo-4 calcium fluorescence, agonist mode; stronger effect = higher value;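 active = calcium response B-score plate-corrected fluorescence ratio at least 3 library SD, with starting fluorescence B-score inside 5 SD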
# Target sequence (Q96LB2 whole entry, looked up): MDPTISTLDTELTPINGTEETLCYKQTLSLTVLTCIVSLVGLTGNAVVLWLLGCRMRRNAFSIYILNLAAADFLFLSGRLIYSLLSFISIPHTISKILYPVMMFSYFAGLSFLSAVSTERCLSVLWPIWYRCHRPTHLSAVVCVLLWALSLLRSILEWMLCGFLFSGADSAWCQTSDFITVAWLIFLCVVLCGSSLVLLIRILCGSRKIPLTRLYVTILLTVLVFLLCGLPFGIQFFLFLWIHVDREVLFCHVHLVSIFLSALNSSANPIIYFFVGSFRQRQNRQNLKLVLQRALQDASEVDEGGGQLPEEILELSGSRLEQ
#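 System: HEK293 cells stably expressing human MrgX1 receptor; Dosing: test compound in the initial addition of three; Schedule: overnight plating, then 30 min 37 °C plus 30 min room-temperature dye loading; Detection: kinetic calcium dye fluorescence, Fluo-4 NW; Controls: per-plate positive and negative controls for Z′ factor.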
# MrgX1 allo act: human MrgX1 positive allosteric modulation, primary screen; MrgX1-HEK293, Fluo-4 calcium flux, FDSS; stronger effect = higher value; B-score at 10 µM; 0.63% of 310,000 active;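 active = plate-corrected calcium response at least 3 library SD above typical, normal starting fluorescence, not activating the receptor alone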;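 also: compound read alongside a low EC10 to EC30 dose of BAM8-22 agonist; peak minus trough fluorescence over baseline measured at the second addition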
# TRPC4 agonist: TRPC4 (mouse) channel activation; AID 2237; B-score at 10 µM; HEK293 TRPC4beta/mu-opioid, Fluo4 calcium fluorescence; stronger effect = higher value; Q9QUQ5; 0.49% of 310,000 active;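 active = B-score above 5 SD of library B-scores, and initial fluorescence ratio not above library mean plus 5 SD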;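 also: positive B-score marks a calcium rise read as TRPC4 activation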
#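 Material: TRPC4beta and mu-opioid receptor HEK293 stable cells | Incubation: 45 min room-temperature Fluo4 loading, 110 s read | Detection: Kinetic Fluo4 calcium fluorescence | Measure: Integrated baseline-normalised fluorescence ratio, converted to per-well B score | Benchmarks: Low control buffer alone, high control maximal DAMGO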
# MrgX1 antag: blocks BAM8-22 activation of human MrgX1 receptor; Q96LB2; MRGX1-HEK293 calcium flux, Fluo-4, BAM8-22 antagonism; stronger effect = lower value; B-score at 10 µM; 1.3% of 310,000 active;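 active = calcium-response B-score plate-corrected more than 3 library SD below zero, starting fluorescence within 5 deviations, no agonist response on first addition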;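 also: peak minus trough fluorescence over baseline after final BAM8-22 challenge near maximal dose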
# TRPC4 PAM: allosterically enhances the mouse TRPC4 cation channel. HEK293 TRPC4beta/mu-opioid, DAMGO EC20, Fluo-4 Ca2+ flux; stronger effect = higher value. B-score at 10 µM. 0.42% of 310,000 active. AID 2227;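 active = B-score of calcium response area above 5 SD of library B-scores, with initial fluorescence ratio within 5 SD of library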;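 also: B-score of integrated fluorescence ratio over time as area under calcium response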
# TRPC4 block: inhibitors of mouse TRPC4 channel. HEK293 TRPC4beta/mu-opioid, DAMGO-evoked Fluo4 calcium flux; stronger effect = lower value. AID 2247. 0.39% of 300,000 active. Q9QUQ5. B-score at 10 µM;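 active = B-score over 3 SD under the library average, no early fluorescence shift, positive overall ratio signal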
#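 Signal: kinetic Fluo4 fluorescence imaging of calcium influx. Material: stable TRPC4beta/mu-opioid receptor HEK293 cells. Probe or stimulus: DAMGO in two steps, submaximal then maximal.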
# TRPC6 activator: activates the mouse TRPC6 cation channel | 0.13% of 310,000 active | AID 2550 | B-score at 10 µM | HEK293-TRPC6 membrane potential dye fluorescence; stronger effect = higher value;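 active = B-score of the integrated fluorescence ratio above library mean plus 3 SD, and starting fluorescence ratio within library mean plus 5 SD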;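 also: higher score means more depolarization so channel activation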
# ANO1 block: inhibitors of mouse TMEM16A calcium-activated chloride channel | Q8BHY3 | AID 588511 | HEK293 TMEM16A/YFP iodide influx fluorescence, ionomycin | 1.2% of 310,000 active | normalized B-score (activity score, 25-100; higher = stronger inhibition) at 10 µM;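 active = ratio plate-corrected score three or more library SD toward inhibition, starting fluorescence score within five deviations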;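 also: score derived from kinetic fluorescence span divided by baseline fluorescence per well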
# TRPC6 inhibitor: inhibitors of mouse TRPC6 channel; 1.1% of 310,000 active; HEK293-TRPC6, membrane potential dye, ACh-evoked depolarization; stronger effect = lower value; Q61143; AID 2553; B-score at 10 µM;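 active = B-score under library mean minus 3 SD, initial fluorescence not abnormally high, positive integrated signal ratio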;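 also: B-score derived from integrated fluorescence ratio over the kinetic read; more negative B-score means stronger inhibition of depolarization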
# SKKanGAS inh: SKKanGAS growth inhibition. S. pyogenes SKKanGAS, kanamycin growth, BacTiter-Glo, 6 h. inhibition, % at 7.5 µM. 1.3% of 300,000 active. AID 1662;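 active = mean replicate score, as percent of positive control median, at least 50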;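 also: strain carries kanamycin resistance gene driven by streptokinase promoter and grows in 40 µg/ml kanamycin; loss of luminescence reflects streptokinase promoter inhibition or plain growth inhibition; 0% = median of DMSO wells and 100% = positive control at its reference dose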
# An asterisk follows results filed as active; i = inactive; nt = not tested or not shown.
SMILES,ANO1 activ,MrgX1 agonist,MrgX1 allo act,TRPC4 agonist,MrgX1 antag,TRPC4 PAM,TRPC4 block,TRPC6 activator,ANO1 block,TRPC6 inhibitor,SKKanGAS inh
CC(C)c1ccc(NC2CCCN(C(=O)CCN3CCCC3=O)C2)cc1 (stereo not given),i,i,i,i,i,i,i,i,i,i,1.2
COc1cc(OC)cc(C(=O)OCc2cc3ccccc3[nH]c2=O)c1,i,i,i,i,i,i,i,i,i,i,-5.0
CCCC(=O)Nc1ccc(NC(=O)C23CC4CC(CC(C4)C2)C3)cn1,i,i,i,i,i,i,i,i,i,i,-0.6
CCOc1ccc(NC(=O)Nc2cccc(C(=O)O)c2)cc1,i,i,i,i,i,i,i,i,i,i,-5.7
C=CCN(c1ccccc1)S(=O)(=O)c1ccc2c(c1)N(C(C)=O)CCO2,i,i,i,i,i,i,i,i,i,i,-0.2
O=C(CCSCc1ccc(Cl)cc1)NCc1cccnc1,i,i,i,i,i,i,i,i,i,i,-7.9
COc1cc(CN2CC(=O)N(c3ccc(C)c(Cl)c3)C2=S)cc(OC)c1OC,i,i,i,i,i,i,i,i,i,i,-0.7
COc1ccc(/C=N/OCC(=O)Nn2c(C)nc3ccccc3c2=O)cc1,i,i,i,i,i,i,i,i,i,i,-3.2
CN1CCN(S(=O)(=O)c2ccc3[nH]cc(C(=O)O)c(=O)c3c2)CC1,i,i,i,i,i,i,i,i,i,i,-0.9
CCOc1ccc(N=Nc2c(=O)[nH]n3c(C)cc(C)nc23)cc1,i,i,i,i,i,i,i,i,i,i,10.6
COc1ccc(CN2CCC(n3nccc3NC(=O)c3ccc4c(c3)OCO4)CC2)cc1C,i,i,i,i,i,i,i,i,i,i,-9.8
Clc1ccc(/C=N/Nc2ccccn2)cc1,i,i,i,i,i,i,i,i,i,i,-7.7
CCCCN(C(=O)Cn1nnc2ccccc21)C(C(=O)NCCOC)c1ccc(OC)cc1 (stereo not given),i,i,i,i,i,i,i,i,i,i,1.9
O=C(O)c1ccccc1S(=O)(=O)NCC(O)COC1CCCCC1 (stereo not given),i,i,i,i,i,i,i,i,i,i,-1.3
CCOC(=O)C1CCCN(C(=O)c2cc3ccc(OC)cc3[nH]2)C1 (stereo not given),i,i,i,i,i,i,i,i,i,i,-4.1
CC(NC(=O)CSc1nnc(COc2ccccc2)o1)c1ccccc1 (stereo not given),i,i,i,i,i,i,i,i,i,i,-10.2
CCOC(=O)c1sc(NC(=O)c2ccco2)nc1-c1ccccc1,i,i,i,i,i,i,i,i,i,i,0.8
Cc1ccc(C)c(OCC(=O)NCC(c2ccco2)N2CCCCC2)c1 (stereo not given),i,i,i,i,i,i,i,i,i,i,-8.2
Cc1nnc2ccc(-c3cccc(NS(=O)(=O)c4ccccc4Cl)c3)nn12,i,i,i,i,i,i,i,i,i,i,40.7
Cc1ncoc1C(=O)N1CCCC(CCC(=O)NCc2ccccc2F)C1 (stereo not given),i,i,i,i,i,i,i,i,i,i,2.7
COc1ccc(OC)c(C(=O)COC(=O)c2cccnc2Cl)c1,i,i,i,i,i,i,i,i,i,i,1.3
COc1ccc(/C=C(\NC(=O)c2ccco2)C(=O)N2CCCCC2)cc1,i,i,i,i,i,i,i,i,i,i,7.2
CN(CC1CCOCC1)C(=O)CC1C(=O)NCCN1Cc1ccc(F)c(F)c1 (stereo not given),i,i,i,i,i,i,i,i,i,i,3.9
O=C(Nc1nnc(Cc2ccccc2)s1)c1ccccc1,i,i,i,i,i,i,i,i,i,i,1.7
Cc1ccc(C(=O)OCC(=O)Nc2c(Cl)cc(S(N)(=O)=O)cc2Cl)o1,i,i,i,i,i,i,i,i,i,i,-0.8

# Look-ups from the entries so far:
# Result of CCOC(=O)C1CCCN(C(=O)c2cc3ccc(OC)cc3[nH]2)C1 (stereo not given) under SKKanGAS inh: -4.1
# Result of CCOc1ccc(N=Nc2c(=O)[nH]n3c(C)cc(C)nc23)cc1 under SKKanGAS inh: 10.6

# More structures
SMILES,ANO1 activ,MrgX1 agonist,MrgX1 allo act,TRPC4 agonist,MrgX1 antag,TRPC4 PAM,TRPC4 block,TRPC6 activator,ANO1 block,TRPC6 inhibitor,SKKanGAS inh
O=C(O)CCCC(=O)Nc1cccc(C(=O)Nc2ccccc2C(=O)O)c1,i,i,i,i,i,i,i,i,i,i,5.3
CCOC(=O)[C@@H]1CCNC[C@@H]1c1ccccc1,i,i,i,190*,i,i,i,i,i,i,1.8
NC(=O)Cn1c(=O)n(-c2ccccc2)c(=O)c2oc3ccccc3c21,i,i,i,i,i,i,i,i,i,i,4.7
COc1cccc2c(SCC(=O)N/N=C/c3ccc(O)cc3O)cc(C)nc12,i,nt,nt,i,nt,i,i,i,nt,i,0.0
CCc1ccc(NC(=O)Cn2c(=O)c3cccn3c3ccccc32)cc1,i,i,i,i,i,i,i,i,i,i,0.3
Cc1nn(CC(C)C)c(Cl)c1C(=O)N(C)CC(=O)Nc1c(Cl)cccc1Cl,i,i,i,i,i,i,i,i,i,i,-0.5
Brc1cccc(-c2n[nH]c(-c3ccccc3)n2)c1,i,i,i,i,i,i,i,i,i,i,0.2
O=C(CCNC(=O)c1ccccc1)Oc1ccc([N+](=O)[O-])cc1,i,i,i,i,i,i,i,i,i,i,5.2
C/C(=N\NC(=S)Nc1ccccc1)C1Cc2ccccc2C(=O)O1 (stereo not given),i,i,i,i,i,i,i,i,i,i,-9.1
O=C1Nc2cc(C(=O)N3CCC(N4CCCCC4)CC3)ccc2S/C1=C\c1ccccc1,i,i,i,i,i,i,i,i,i,i,8.2
c1ccc(Cn2ccnc2SCc2nnc(-c3ccccc3)o2)cc1,i,i,i,i,i,i,i,i,i,i,-2.6
Cc1cc(SCC(=O)NN)c2cc(Br)ccc2n1,i,i,i,i,i,i,i,i,i,i,4.7
CN1CCN(S(=O)(=O)c2cccc(C(=O)NCCOc3ccccc3)c2)CC1,i,i,i,i,i,i,i,i,i,i,-10.6
CC(C)(C)NC(=O)CN(C(=O)c1snc(C(=O)NC2CCCCC2)c1N)c1ccccc1F,i,i,i,i,i,i,i,i,i,i,10.1
CCNc1nc(Oc2c(Cl)cccc2Cl)cc(C(F)(F)F)n1,i,i,i,i,i,i,i,i,i,i,53.1*
CSc1nc(N(C)C)nc(N(C)C#N)n1,i,i,i,i,i,i,i,i,i,i,6.5
COc1ccc(CCN2C(=O)CSC2=S)cc1OC,i,i,i,i,i,i,i,i,i,i,7.2
Cc1nnc(SCC2=C(C(=O)O)N3C(=O)C(NC(=O)Cn4nc(C(F)F)c(Cl)c4C)C3SC2)s1 (stereo not given),i,i,i,i,i,i,i,i,i,i,96.5*
Cc1cc(C)c(C)c(S(=O)(=O)NCc2ccco2)c1C,nt,i,i,i,i,26*,i,i,i,i,3.3
COc1ccc(CC(NC(C)=O)C(=O)NC2CCN(C(=O)C3CCCCC3)CC2)cc1OC (stereo not given),i,i,i,i,i,i,i,i,i,i,1.6
Cc1cc(C)cc(OCC(=O)OCC(=O)c2ccc3c(c2)NC(=O)CO3)c1,i,i,i,i,i,i,i,i,i,i,-1.2
CCc1ccc(C(CNC(=O)c2ccc3c(=O)n(-c4ccccc4F)c(=S)[nH]c3c2)N(C)C)cc1 (stereo not given),i,i,i,i,i,i,i,i,i,i,5.6
Cc1onc(C(=O)Nc2ccc(OC(F)(F)F)cc2)c1[N+](=O)[O-],i,i,i,i,i,i,i,i,i,i,-14.0
CCOC(=O)C1=C(N)n2c(s/c(=C\c3ccco3)c2=O)=C(C(=O)OC(C)C)C1c1ccco1 (stereo not given),i,i,i,i,i,i,i,i,i,i,7.0
Cc1ccc(-n2sc3ccccc3c2=O)cc1,i,i,i,i,i,i,i,i,i,i,95.6*

# Carrying on.
SMILES,ANO1 activ,MrgX1 agonist,MrgX1 allo act,TRPC4 agonist,MrgX1 antag,TRPC4 PAM,TRPC4 block,TRPC6 activator,ANO1 block,TRPC6 inhibitor,SKKanGAS inh
C(=N\N(Cc1ccccc1)c1ccccc1)/c1cccnc1,i,i,i,i,i,i,-6*,i,i,i,19.2
COc1ccccc1C(=O)NC(CCSC)C(=O)OC(C)C(N)=O (stereo not given),i,i,12.1*,i,i,i,i,i,i,i,-12.4
CC#CCN1c2ccccc2[C@]23C[C@@H](C(=O)OC)N=C2NC(C(=O)OC)=C(C(=O)OC)[C@H]13,i,i,i,i,i,i,i,i,i,i,2.3
CC(=O)Nc1ccc(S(=O)(=O)Nc2nc3ccccc3nc2N2CCc3ccccc3C2)cc1,i,i,i,i,i,i,i,i,i,i,35.3
Cc1ccc(C)n1-c1cccc(C(=O)Nc2ccccc2)c1,i,i,i,i,i,i,i,i,i,i,3.5
COc1ccccc1N1CCN(C(=O)Cn2nnc(-c3cccs3)n2)CC1,i,i,i,i,i,i,i,i,i,i,-4.0
Cc1ccnc(NS(=O)(=O)c2ccc(NC(=O)CCOc3ccccc3)cc2)n1,i,i,i,i,i,i,i,i,i,i,0.2
O=[N+]([O-])c1ccccc1S(=O)(=O)N(CC(O)CN1CCCCC1)c1ccccc1 (stereo not given),i,i,i,i,i,i,i,i,i,i,4.4
Cc1cccc(CSc2nc3c(c(=O)[nH]2)CCCC3)c1,i,i,i,i,i,i,i,i,i,i,-8.2
CCOc1cc(/C=N/N=C2/NC(=O)C(CC(=O)O)S2)ccc1OCc1ccc(Cl)cc1 (stereo not given),i,i,i,i,i,i,i,i,i,i,-4.1
CC(C(N)=O)N1C(=O)NC2(CCCc3ccccc32)C1=O (stereo not given),i,i,i,i,i,i,i,i,i,i,5.0
CCOc1ccc(-n2cnnn2)cc1S(=O)(=O)NC1CC1,i,i,i,i,i,i,i,i,i,i,4.6
O=C(NCN1C(=O)C2C3C=CC(C3)C2C1=O)Nc1cccnc1 (stereo not given),i,i,i,i,i,i,i,i,i,i,1.7
O=C(CCc1nnc2ccc(N3CCC4(CC3)OCCO4)nn12)N1CCCCC1,i,i,i,i,i,i,i,i,i,i,-3.3
COc1ccc(CN2C3CCCC2CC(NC(=O)c2cccc(F)c2)C3)cc1 (stereo not given),i,i,i,i,i,i,i,i,i,i,3.8
COC(=O)CCC(=O)OC1(C)C(=O)C=C2C=C(C3CC3)N(CCCOC(C)C)C=C2C1=O (stereo not given),i,i,i,i,i,i,i,i,i,i,2.5
